# TLR9-MyD88 inh – blocks human TLR9 binding to MyD88; inhibition, % at 4.98 µM; AID 504734; Q9NR96+Q99836; CHO BLA complementation TLR9-MyD88, CCF4 FRET ratio; actives 0.21% (n = 340,000);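 active = inhibition above the mean over all tested compounds plus 3 SD, cut at about 21% in these data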;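 also: 0% = DMSO only wells and 100% = clavulanate BLA inhibitor control wells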
# MC4R antagonist – blocks human MC4R cAMP signaling; P32245; MC4R-expressing cells, MTII-stimulated cAMP, LANCE TR-FRET; inhibition, % at 6.5 µM; actives 0.48% (n = 360,000);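 active = inhibition above its plate's cutoff, the mean of tested wells on that plate plus 3 SD, cut at about 29% in these data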;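 also: 0% = Melanotan II alone and 100% = Melanotan II plus saturating MCL0020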
# Target sequence (P32245 whole entry, looked up): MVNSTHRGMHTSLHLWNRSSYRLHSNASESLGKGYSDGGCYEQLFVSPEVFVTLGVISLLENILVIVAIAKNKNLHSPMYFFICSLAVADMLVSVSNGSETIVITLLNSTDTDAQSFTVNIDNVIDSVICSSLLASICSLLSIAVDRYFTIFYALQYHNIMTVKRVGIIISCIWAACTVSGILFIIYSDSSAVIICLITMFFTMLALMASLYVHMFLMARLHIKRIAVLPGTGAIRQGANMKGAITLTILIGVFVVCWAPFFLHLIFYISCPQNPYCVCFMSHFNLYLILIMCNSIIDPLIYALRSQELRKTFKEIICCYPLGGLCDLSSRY
#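 System: U2OS-MC4R stable cell line; Technique: Eu-cAMP/anti-cAMP TR-FRET, emission 671 nm; Repeats: single well per compound; Also added: Melanotan II; Dosing: one concentration, 6.5 µM nominal; Schedule: 30-min compound, 1-h challenge, 1-h detection, room temperature.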
# MC4R ag barr – activates human MC4R beta-arrestin recruitment; P32245; U2OS MC4R beta-arrestin complementation, luminescence; percent of melanotan II response, DMSO zero; activation, % at 8.9 µM; actives 0.98% (n = 360,000); AID 540308;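 active = activation above a per-plate cutoff, the mean activation of sample wells on that plate plus 3 SD, cut at about 8% in these data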
# ABCB6 inh MLPCN – inhibitors of human ABC transporter ABCB6 | Q9NP58 | K562-ABCB6 porphyrin accumulation, flow cytometry, 1 h; stronger effect = lower value | fluorescence ratio to DMSO, % at 10 µM | actives 0.19% (n = 360,000);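 active = fluorescence ratio to DMSO below 75%, the collection mean minus 3 SD; inconclusive = too few cells collected in the well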;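 also: signal is porphyrin accumulated inside mitochondria; 100% equals median channel fluorescence of DMSO control wells; lower ratio means ABCB6 inhibition with less porphyrin fluorescence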
# N-glyco inh – blocks N-linked glycosylation in D54 reporter cells; AID 588692; D54 ERlucT glycosylation luciferase reporter, 24 h; percent of 100 nM tunicamycin response; reporter increase, % at 12.5 µM; actives 0.23% (n = 360,000);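 active = mean luciferase reporter signal, scaled so untreated is 0 and the glycosylation-blocking control 100, at or above a set limit in every replicate; inconclusive = mean reaches the limit but not every replicate does; inactive = mean below the limit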;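 also: luciferase carries N-glycosylation sites so blocking glycosylation raises the light; 0% = median of neutral control wells and 100% = median of 100 nM tunicamycin wells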
# Cardio protect – modulators protecting cardiomyocytes from myocardial damage. protection from H2O2 cell death, % at 20 µM. H9c2 cardiomyocytes, H2O2 injury protection, ATPLite, 2 h. actives 0.63% (n = 360,000). AID 588492;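 active = compounds giving at least 50% protection of heart cells from peroxide-induced death in the single-dose screen, raw or plate-pattern-corrected value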;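 also: 0% = DMSO wells with peroxide and 100% = DMSO wells without peroxide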
# ABHD5 PLIN5 PPI – ABHD5-PLIN5 protein interaction inhibition. Q00G26+Q8WTS1. Split G. princeps luciferase complementation, luminescence, 4 h. inhibition, % at 4 µM. actives 0.78% (n = 360,000). AID 602281;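 active = inhibition above the mean inhibition across every tested compound plus 3 SD, cut at about 22% in these data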;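 also: 0% = DMSO only wells and the 100% control is not disclosed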
# HTR2A ag – activates the mouse 5-HT2A serotonin receptor; P35363; CHO-K1 mHTR2A beta-arrestin complementation, luminescence; percent of 30 µM serotonin response; activation, % at 7.6 µM; actives 0.66% (n = 360,000);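 active = activation above a run cutoff, the mean activation of all tested compounds plus 3 SD, cut at about 14% in these data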;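 also: 0% = plate median of compound wells and 100% = 30 µM serotonin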
# NOD2 RIPK2 PPI – inhibitors of human NOD2-RIPK2 interaction; O43353; inhibition, % at 4.98 µM; CHO BLA complementation NOD2-RIPK2, CCF4 ratio; actives 0.38% (n = 360,000); in the data active = inhibition above about 21%;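 also: 0% = vehicle only and 100% = reference blocker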
# Target sequence (O43353 whole entry, looked up): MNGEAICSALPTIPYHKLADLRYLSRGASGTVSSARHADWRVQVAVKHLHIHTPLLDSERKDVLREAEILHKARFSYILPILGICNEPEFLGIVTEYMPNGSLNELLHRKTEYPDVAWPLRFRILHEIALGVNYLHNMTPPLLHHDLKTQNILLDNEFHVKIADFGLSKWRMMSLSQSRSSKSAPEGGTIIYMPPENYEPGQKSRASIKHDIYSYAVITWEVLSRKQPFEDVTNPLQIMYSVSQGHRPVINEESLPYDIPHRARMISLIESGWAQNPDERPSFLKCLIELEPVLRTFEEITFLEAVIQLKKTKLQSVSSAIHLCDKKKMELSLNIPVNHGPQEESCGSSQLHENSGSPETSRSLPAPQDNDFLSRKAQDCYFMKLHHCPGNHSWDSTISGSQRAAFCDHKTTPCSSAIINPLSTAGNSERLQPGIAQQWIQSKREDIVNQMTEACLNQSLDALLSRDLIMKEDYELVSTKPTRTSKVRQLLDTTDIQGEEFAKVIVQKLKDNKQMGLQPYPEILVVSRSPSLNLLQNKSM
# SRC2 inh – inhibits human steroid receptor coactivator 2. Q15596. HEK293 GAL4-SRC2 luciferase reporter, luminescence. inhibition, % at 9 µM. actives 0.17% (n = 370,000). AID 651957;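 active = inhibition above the mean inhibition of all tested compounds plus 3 SD, set per campaign, cut at about 52% in these data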;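 also: 0% = DMSO treated cells and 100% = cells given Gossypol at 36 µM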
# * marks the source's active call; other numbers are inactive results; ? = inconclusive; / = no result given.
SMILES,TLR9-MyD88 inh,MC4R antagonist,MC4R ag barr,ABCB6 inh MLPCN,N-glyco inh,Cardio protect,ABHD5 PLIN5 PPI,HTR2A ag,NOD2 RIPK2 PPI,SRC2 inh
COc1cc(C)c(Cl)cc1S(=O)(=O)NCc1ccccn1,-11,0,-1.0,94,2,0,-6,-2,-1,-16
COC(=O)c1ccc(C2/C(=C(/O)c3ccc(Cl)cc3)C(=O)C(=O)N2C2CCS(=O)(=O)C2)cc1 (configuration not stated),4,3,-0.3,101,0,6,7,11,9,-20
O=C(COc1cccc(OC(F)F)c1)Nc1ccc(SC(F)F)cc1,-5,4,1.0,97,0,-29,-6,-7,5,-16
O=C1CCc2cc(S(=O)(=O)N3CCN(c4ccccc4)CC3)cc3c2N1CCC3,-9,5,-2.3,101,-2,-5,0,-2,-3,1
COc1ccc(C2c3c(c(C)c(C)oc3=O)Oc3c(C)c(C)oc(=O)c32)cc1,-1,9,0.9,94,0,16,16,1,-6,4
Cc1cc2cc3c(cc2nc1SCC(=O)O)CCC3,0,10,1.3,93,-1,6,3,-4,1,-3
CC(C)CCNC(=O)CN(C(=O)CCC(=O)Nc1ccccn1)c1ccc2c(c1)OCCO2,-6,2,-0.1,102,-8,0,5,1,-2,5
CCON1C(=O)C(C)(C)N(OCC)C(=O)C1(C)C,0,9,-0.6,91,1,3,8,1,-8,0
COc1ccc(-n2ncc3c2CC(C)(C)CC3NC(=O)CCCN2CCCC2=O)cc1 (configuration not stated),1,-4,-1.2,92,-2,-6,1,2,-9,-27
CN(C)C(=O)c1cc(C(=O)c2ccc(C(F)(F)F)cc2F)c[nH]1,12,8,-0.5,99,0,2,-2,0,3,-5
Cc1ccc(Cn2c(C(C)Nc3nc(-c4ccc(F)cc4)cs3)nc3cc(Cl)c(Cl)cc32)cc1 (configuration not stated),6,-2,-0.9,97,-4,-6,-2,2,-3,-39
O=C(COc1ccc([N+](=O)[O-])cc1Cl)NCCN1C(=O)CSC1=O,2,1,-0.7,88,3,8,6,-9,-12,-19
Cc1ccc(NCC(=O)N/N=C/c2cccn2C)cc1,6,7,0.9,100,2,-3,-3,-3,-2,-12
COc1ccc(C2c3[nH]c4ccccc4c3CCN2C(=O)c2cn3ccccc3n2)c(F)c1 (configuration not stated),-4,3,-2.2,100,-6,-9,2,-3,0,-30
Cc1ccc(CC(CC(=O)O)C(=O)NCC23CC4CC(CC(C4)C2)C3)cc1 (configuration not stated),-1,14,0.7,125,1,-5,-5,2,-4,-17
COCCNC(=O)C1CC(=O)N(C2CCCC2)C1 (configuration not stated),3,6,-1.5,99,0,4,-1,-1,-3,-3
COc1ccc(OC)c(CNC(=O)C(C)n2nc(C)c3c(C)n(-c4ccccc4)nc3c2=O)c1 (configuration not stated),-14,10,-2.1,100,-2,-2,8,3,-17,20
CCN(CC)S(=O)(=O)c1cc(NC(=O)C2CC(=O)N(Cc3ccccc3)C2)ccc1Cl (configuration not stated),-2,16,-1.9,95,2,-5,-4,-4,1,12
COc1ccc(S(=O)(=O)N(CC(=O)O)c2ccc(C)cc2)cc1,0,4,2.1,99,1,5,7,2,5,2
COc1ccc(Cl)c(NC(=O)C/C(C)=N/NC(=O)CCc2ccccc2)c1,1,6,0.7,97,-2,-1,15,0,5,-3
Cc1ccc(N2CCN(C3=NC(=O)/C(=C\c4cn[nH]c4-c4ccccc4)S3)CC2)cc1,-7,8,18*,99,?,16,-2,-5,-10,-12
Cn1c(NC(=O)c2ccccc2)cc(=O)n(C)c1=O,3,8,0.6,99,2,4,5,0,1,15
Cc1ccc(NC(=O)C/C(N)=N/O)cc1Cl,3,8,-2.5,96,1,4,0,-1,-4,-15
Cc1ccc2nc(-c3ccc(C#N)cc3)c(Cc3ccccc3)n2c1,/,/,/,115,/,/,1,-6,-2,-39
O=C(CN1CCN(c2ccccn2)CC1)N(c1ccccc1)c1ccc2ccccc2c1,5,1,-2.1,96,-3,-10,5,2,-6,-5
# The listing continues.
SMILES,TLR9-MyD88 inh,MC4R antagonist,MC4R ag barr,ABCB6 inh MLPCN,N-glyco inh,Cardio protect,ABHD5 PLIN5 PPI,HTR2A ag,NOD2 RIPK2 PPI,SRC2 inh
CCN(c1ccccc1)S(=O)(=O)c1ccc(Cl)c(NC(=O)COC(=O)c2cccc(OC)c2O)c1,-4,7,-0.9,93,0,-2,-5,-4,-1,-24
Cc1cccc(C)c1NC(=S)NC(C)CCc1ccccc1 (configuration not stated),14,3,1.3,96,-4,-4,-3,1,4,14
Cc1cccc(C(=O)Nc2ccc3c(c2)C(=O)N(CC(C)C)C3=O)c1,-4,13,-2.1,131,0,-3,0,-2,8,-42
CCCCNC(=O)CCn1c(=O)c2ccccc2n(Cc2ccccc2C)c1=O,-6,-1,1.8,96,-2,0,0,1,-7,-10
CCN1C(=O)/C(=C/C=C2\N(CC)c3cc(S(=O)(=O)N(C)C)ccc3N2c2ccccc2)SC1=S,6,4,-1.8,163,-9,0,3,3,-1,20
Clc1ccc2c(c1)CNc1c(ncnc1N1CCOCC1)O2,-13,3,-0.9,95,2,10,3,-7,4,10
Cc1ccc(Nc2nc(N)nc(COC(=O)C3=COCCO3)n2)cc1,-2,3,1.4,97,2,-4,18,4,-2,-77
CCOc1ccc2nc(NC(=O)CSc3ccccc3)sc2c1,3,-3,5.4,100,2,-11,-6,-3,7,-23
O=C(CSc1nnc(Cn2nnc(-c3ccccc3)n2)n1-c1ccccc1)Nc1ccccc1,-6,-1,-1.5,92,-2,0,8,-2,8,-18
CCOC(=O)c1c(C)n(CCOc2ccccc2)c2ccc(O)cc12,-2,12,4.5,99,-2,-6,0,3,-9,-4
CCCN(CCC)C(=O)C1CCC(CNS(=O)(=O)c2cccc3nsnc23)CC1 (configuration not stated),0,3,-2.5,100,-2,1,-4,-8,-16,5
N#Cc1nc(-c2ccco2)oc1NCc1ccccc1Cl,/,2,0.7,93,-2,-3,4,-6,0,-8
Cc1cccc(N(C(=O)CNC(=O)c2ccco2)C(C(=O)NC2CCCC2)c2cccnc2)c1C (configuration not stated),-5,5,-0.2,97,2,3,7,1,0,-10
O=C(Nc1nnc(CC(c2ccccc2)c2ccccc2)s1)c1ccco1,-8,7,20*,101,1,2,-3,6,-4,-1
CS(=O)(=O)N(CC(=O)NCCSCc1ccccc1Cl)c1ccc(F)cc1,-1,3,-0.2,106,-2,-2,2,2,-4,8
CCOc1ccccc1NCc1nnc(-c2ccccc2)o1,-7,18,1.8,101,2,1,-4,1,-6,-10
CCCCCCNC(=O)C(C#N)c1nc2ccccc2nc1N1CCOCC1 (configuration not stated),-6,-3,0.5,104,-3,-13,7,-4,-12,1
CCNC(=S)N/N=C/c1ccccc1[N+](=O)[O-],-12,-1,-0.9,100,2,2,-9,-1,-2,-17
Cc1cccc(/C(N)=N/OC(=O)N2CCOCC2)c1,0,8,0.9,99,3,0,-3,4,-2,-18
COc1ccc(CN2CC(=O)N(c3ccccc3C)C2=S)cc1OC,7,4,-3.4,96,-1,3,4,-1,0,18
O=C(CN1CCN(c2ccc(F)cc2)CC1)N(C1CCCC1)C1CCS(=O)(=O)C1 (configuration not stated),4,3,-0.1,106,2,0,-8,1,-3,-6
CCOC(=S)SCc1cn2ccc(C)cc2n1,6,0,2.0,98,-3,-7,-19,10,-2,-9
C/C(=N\NC(=O)c1cc(Br)ccc1O)c1cccc(NC(=O)c2ccccc2F)c1,6,-4,-1.9,97,2,16,0,-1,-5,-15
COc1ccccc1NS(=O)(=O)c1ccc(O)c(C(=O)OCC(=O)N2CCc3ccccc32)c1,-3,3,-1.0,98,-1,2,-3,-3,0,4
Cc1ccc(N(C(=O)c2snc(C(N)=O)c2N)C(C(=O)NC2CCCC2)c2ccncc2)cc1 (configuration not stated),-2,12,2.3,109,1,4,10,-3,2,-48
# New compounds follow.
SMILES,TLR9-MyD88 inh,MC4R antagonist,MC4R ag barr,ABCB6 inh MLPCN,N-glyco inh,Cardio protect,ABHD5 PLIN5 PPI,HTR2A ag,NOD2 RIPK2 PPI,SRC2 inh
COC(=O)c1ccc2nc(-c3ccc(OC)c(OC)c3)c(Cc3ccc(C)cc3)n2c1,/,/,/,101,3,12,-1,0,-6,-15
CC1CN(c2ccc(S(=O)(=O)N3CCCC3)cn2)CC(C)O1 (configuration not stated),-9,7,1.6,95,2,1,-4,0,-6,-4
Cc1sc2ncnc(OCC(=O)NC3CCS(=O)(=O)C3)c2c1C (configuration not stated),-8,-5,0.9,93,2,4,-6,-3,-4,7
CCN1CCC(C(=O)NC(c2ccc(F)cc2)c2ncccc2C)CC1 (configuration not stated),/,1,-1.0,99,1,0,5,-5,-6,0
CCOC(=O)c1ccc(NC(=S)N(CCCN2CCN(CC)CC2)Cc2cccs2)cc1,2,5,-0.3,98,-2,6,7,-3,-1,-6
CCCc1cc(=O)n2[nH]c(Cc3ccccc3)nc2n1,-6,1,-0.1,96,1,4,4,1,-8,-19

# Six compounds already listed, arranged by number of heavy atoms, ascending.
SMILES,TLR9-MyD88 inh,MC4R antagonist,MC4R ag barr,ABCB6 inh MLPCN,N-glyco inh,Cardio protect,ABHD5 PLIN5 PPI,HTR2A ag,NOD2 RIPK2 PPI,SRC2 inh
CCCc1cc(=O)n2[nH]c(Cc3ccccc3)nc2n1,-6,1,-0.1,96,1,4,4,1,-8,-19
CC1CN(c2ccc(S(=O)(=O)N3CCCC3)cn2)CC(C)O1 (configuration not stated),-9,7,1.6,95,2,1,-4,0,-6,-4
Cc1sc2ncnc(OCC(=O)NC3CCS(=O)(=O)C3)c2c1C (configuration not stated),-8,-5,0.9,93,2,4,-6,-3,-4,7
CCN1CCC(C(=O)NC(c2ccc(F)cc2)c2ncccc2C)CC1 (configuration not stated),/,1,-1.0,99,1,0,5,-5,-6,0
COC(=O)c1ccc2nc(-c3ccc(OC)c(OC)c3)c(Cc3ccc(C)cc3)n2c1,/,/,/,101,3,12,-1,0,-6,-15
CCOC(=O)c1ccc(NC(=S)N(CCCN2CCN(CC)CC2)Cc2cccs2)cc1,2,5,-0.3,98,-2,6,7,-3,-1,-6

# An excerpt; count on the stated rates, not on these rows.
